Screening results: PubChem, several laboratories
Cardio protect: protects H9c2 cardiomyocytes from peroxide injury; H2O2 injury protection, ATPLite, 2 h; 360,000 tested, 0.63% active; protection from H2O2 cell death, % at 20 µM;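 active = compounds giving at least 50% protection of heart cells from peroxide-induced death in the single-dose screen, raw or plate-pattern-corrected value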;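 note: 0% = DMSO wells with peroxide and 100% = DMSO wells without peroxide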
ABCB6 inh 2: human ABCB6 transporter inhibition | AID 602162 | 360,000 tested, 0.19% active | K562-ABCB6 porphyrin accumulation, flow cytometry, 1 h; active compounds read low | fluorescence ratio to DMSO, % at 10 µM;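 active = fluorescence ratio to DMSO below 75%, the collection mean minus 3 SD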;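 note: signal is porphyrin accumulated inside mitochondria; 100% equals median channel fluorescence of DMSO control wells; lower ratio means ABCB6 inhibition with less porphyrin fluorescence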
Target sequence (Q9NP58 whole entry, looked up): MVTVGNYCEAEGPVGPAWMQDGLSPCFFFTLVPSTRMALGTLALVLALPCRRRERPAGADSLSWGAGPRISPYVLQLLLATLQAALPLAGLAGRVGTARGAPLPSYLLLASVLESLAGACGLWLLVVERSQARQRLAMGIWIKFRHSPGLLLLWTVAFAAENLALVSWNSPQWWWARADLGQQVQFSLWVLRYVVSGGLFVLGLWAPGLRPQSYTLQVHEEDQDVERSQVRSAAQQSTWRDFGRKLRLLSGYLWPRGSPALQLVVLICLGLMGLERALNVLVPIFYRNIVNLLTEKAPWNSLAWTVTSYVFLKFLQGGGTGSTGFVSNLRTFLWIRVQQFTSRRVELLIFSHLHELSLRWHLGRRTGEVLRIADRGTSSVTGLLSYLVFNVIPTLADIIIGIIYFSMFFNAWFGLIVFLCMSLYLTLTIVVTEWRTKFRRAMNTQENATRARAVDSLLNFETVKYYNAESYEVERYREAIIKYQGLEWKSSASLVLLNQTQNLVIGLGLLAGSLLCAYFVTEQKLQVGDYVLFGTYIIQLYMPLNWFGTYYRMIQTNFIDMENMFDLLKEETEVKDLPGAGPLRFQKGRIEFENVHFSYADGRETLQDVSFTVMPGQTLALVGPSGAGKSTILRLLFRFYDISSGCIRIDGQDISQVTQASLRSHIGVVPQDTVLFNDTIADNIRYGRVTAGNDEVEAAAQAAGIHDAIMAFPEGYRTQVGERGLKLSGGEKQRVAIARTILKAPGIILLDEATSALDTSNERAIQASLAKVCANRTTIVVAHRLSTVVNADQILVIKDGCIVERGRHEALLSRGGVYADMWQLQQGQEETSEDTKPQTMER
Glyco luc inh: N-linked glycosylation inhibition. D54 ERlucT glycosylation luciferase reporter, 24 h; percent of 100 nM tunicamycin response. reporter increase, % at 12.5 µM. 360,000 tested, 0.23% active;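 active = mean luciferase reporter signal, scaled so untreated is 0 and the glycosylation-blocking control 100, at or above a set limit in every replicate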;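 note: luciferase carries N-glycosylation sites so blocking glycosylation raises the light; 0% = median of neutral control wells and 100% = median of 100 nM tunicamycin wells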
aDG glyco act: increases alpha dystroglycan glycosylation; Pro5-aDG cells, alpha-DG glycosylation AlphaScreen (IIH6); 0% Pro5, 100% B10-LARGE cell signal; activation, % at 10 µM; 360,000 tested, 0.22% active; AID 624168;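 active = activation of at least 8% versus controls, or a plate z-score of at least 8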;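 note: Pro5 are CHO cells carrying HIG-tagged alpha-DG that lacks glycosylation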
CaV13 FRET inh: Primary screen for inhibitors of IQ motif and Ca2+-dependent inactivation inhibitor domain binding in CACNA1D, Förster resonance energy transfer in living cells, … | HEK cells, CFP/YFP FRET ICDI-IQ, plate reader, 10 min; percent FRET-ratio fall versus neutral wells | inhibition, % at 12.3 µM | 340,000 tested, 0.098% active;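 active = mean replicate inhibition of at least 30% and at least 1% of replicates passing that level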;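 note: 0% = median of the neutral control wells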
Vif imaging: inhibitors of HIV Vif. HEK293T cells, Vif self-association by quenched fluorescence, imaging, 24 h. 340,000 tested, 0.35% active. AID 602346. inhibition, % at 7.49 µM; in the data active = inhibition above about 50%, passing the limit was not always enough; note: some results filed as inactive read as strong as hits
PDI turbidity: inhibitors of human protein disulfide isomerase; 350,000 tested, 0.052% active; PDI insulin aggregation turbidity, A650, 90 min; P07237; AID 588391; inhibition, % at 10 µM;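 active = mean inhibition across replicates of 30% or more, whatever share of single replicates reach that level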;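 note: absorbance from insulin aggregation driven by PDI reduction with DTT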
MC4R antag cAMP: blocks human MC4R cAMP signaling; P32245; AID 540295; inhibition, % at 6.5 µM; 360,000 tested, 0.48% active; MC4R-expressing cells, MTII-stimulated cAMP, LANCE TR-FRET;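 active = inhibition above its plate's cutoff, the mean of tested wells on that plate plus 3 SD, cut at about 29% in these data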;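 note: 0% = Melanotan II alone and 100% = Melanotan II plus saturating MCL0020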
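Material: human MC4R-expressing U2OS cells. Probe or stimulus: Melanotan II challenge. Dosing: 6.5 µM single dose. Times: 30-min compound, 1-h challenge, 1-h detection, room temperature. Technique: TR-FRET with Eu-cAMP and labeled anti-cAMP, 671 nm. Replication: singlicate.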
MC4R barr agon: activates human MC4R beta-arrestin recruitment | activation, % at 8.9 µM | 360,000 tested, 0.98% active | U2OS MC4R beta-arrestin complementation, luminescence; percent of melanotan II response, DMSO zero;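 active = activation above a per-plate cutoff, the mean activation of sample wells on that plate plus 3 SD, cut at about 8% in these data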
HTR2A ag: mouse HTR2A agonism via beta-arrestin recruitment; CHO-K1 mHTR2A beta-arrestin complementation, luminescence; percent of 30 µM serotonin response; activation, % at 7.6 µM; 360,000 tested, 0.66% active; AID 624169;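 active = activation above a run cutoff, the mean activation of all tested compounds plus 3 SD, cut at about 14% in these data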;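 note: 0% = plate median of compound wells and 100% = 30 µM serotonin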
* hit, by the source's call; x = no result given.

SMILES | Cardio protect | ABCB6 inh 2 | Glyco luc inh | aDG glyco act | CaV13 FRET inh | Vif imaging | PDI turbidity | MC4R antag cAMP | MC4R barr agon | HTR2A ag
Cc1ccc(NC(=O)c2ccccc2OCc2ccc([N+](=O)[O-])cc2)nc1 | 8 | 89 | -8 | 0.6 | -4 | 7 | -3 | -1 | -2.1 | -2
S=C(Nc1ccccc1)N(Cc1ccccc1)Cc1ccncc1 | 8 | 94 | 1 | -0.2 | -8 | 5 | -2 | 9 | 2.4 | 0
CC(=O)Nc1c(C(=O)N2CCCCCC2)cnn1-c1ccccc1Cl | -1 | 96 | 2 | 2.3 | -3 | 14 | 3 | 11 | -2.5 | 4
O=C(NC1CC2CCCC(C1)N2Cc1ccc(F)cc1)c1ccc(F)cc1 (stereo unspecified) | 5 | 105 | -3 | 0.0 | -2 | -4 | 0 | 20 | 0.1 | -4
COc1cc(NC(=O)C2CCN(c3cnccn3)CC2)cc(OC)c1OC | 10 | 109 | 1 | 0.4 | -2 | -4 | 1 | 7 | -0.2 | -3
NC(=O)c1ccccc1OCC(=O)N1CCC(Cc2ccccc2)CC1 | 29 | 96 | -3 | 1.4 | -8 | -4 | -3 | 7 | -1.0 | 5
CCCCNc1c(N2CCN(C(=O)OCC)CC2)c(=O)c1=O | 6 | 98 | 1 | -0.3 | -4 | x | -5 | 12 | -1.0 | -3
CCOc1ccc(OCC)c(S(=O)(=O)NCc2ccc3c(c2)OCO3)c1 | 3 | 101 | -2 | -0.1 | -3 | -2 | x | 10 | 0.8 | -4
O=C(NCC(c1cccs1)N1CCOCC1)c1cn(-c2ccccc2)nc1-c1ccc(F)cc1 (stereo unspecified) | 3 | 93 | 1 | 0.2 | -5 | 4 | 5 | 1 | -1.7 | -3
CC(/C=C/c1ccccc1)=N/NC(=O)c1cccc(Br)c1 | 34 | 97 | 3 | 0.4 | -3 | -3 | -5 | 6 | 1.3 | -10
CCOc1cc(C=C(C(=O)OC)C(=O)OC)ccc1OCc1ccc([N+](=O)[O-])cc1 | -30 | 94 | 5 | -0.8 | x | 3 | -4 | 10 | -0.7 | -9
O=C(COc1ccc([N+](=O)[O-])cc1)NN=C1CCCC1 | -2 | 109 | -1 | -0.2 | x | 10 | -4 | 12 | 2.0 | 3
O=C(c1ccco1)N1CCN(S(=O)(=O)c2ccc(S(=O)(=O)NC3CCCC3)cc2)CC1 | 4 | 100 | -1 | 0.2 | -10 | -1 | 0 | 25 | -1.8 | -1
O=C(Cn1c(NCCO)nc2ccccc21)NCC(F)(F)F | 5 | 94 | 1 | -0.1 | -7 | -4 | 6 | 0 | -1.6 | 7
CN(c1cccc(NC(=O)CN(c2ccc(C34CC5CC(CC(C5)C3)C4)cc2)S(C)(=O)=O)c1)S(C)(=O)=O | -5 | 97 | -4 | 1.7 | x | -9 | 5 | 28 | 0.7 | 6
CCOC(=O)N1CCC(N(CCN(C)C)C(=S)Nc2ccccc2C)CC1 | 1 | 102 | 2 | -0.1 | -5 | -4 | 1 | -3 | 4.2 | 1
COc1cccc(-c2ccc3nnc(SCC(=O)Nc4ccc(NC(C)=O)cc4)n3n2)c1 | -4 | 98 | 2 | -0.2 | -6 | 1 | -5 | 5 | -3.1 | 5
COC(=O)c1ccc(C)c(NC(=O)CN(c2ccccc2)S(=O)(=O)N(C)C)c1 | 6 | 100 | 0 | 0.2 | -3 | 8 | -2 | 6 | -2.5 | -1
CC(=O)n1cc([C@H]2C=C(C(=O)N3CCN(Cc4ccccc4)CC3)O[C@@H](OCc3ccc(CO)cc3)C2)c2ccccc21 | 12 | 90 | -3 | -0.1 | -4 | -3 | -3 | 24 | -1.6 | -10
CC(C)C[C@H]1CNC(=O)C(=O)N1C[C@@H]1CCCN1C[C@H](Cc1ccccc1)N1C[C@H](CC(C)C)N(CCc2ccccc2)C(=O)C1=O | x | 94 | x | -0.1 | -6 | x | x | x | x | 0

Brought forward from above: 3 entries, followed by the next part.
SMILES | Cardio protect | ABCB6 inh 2 | Glyco luc inh | aDG glyco act | CaV13 FRET inh | Vif imaging | PDI turbidity | MC4R antag cAMP | MC4R barr agon | HTR2A ag
COC(=O)c1ccc(C)c(NC(=O)CN(c2ccccc2)S(=O)(=O)N(C)C)c1 | 6 | 100 | 0 | 0.2 | -3 | 8 | -2 | 6 | -2.5 | -1
CC(=O)n1cc([C@H]2C=C(C(=O)N3CCN(Cc4ccccc4)CC3)O[C@@H](OCc3ccc(CO)cc3)C2)c2ccccc21 | 12 | 90 | -3 | -0.1 | -4 | -3 | -3 | 24 | -1.6 | -10
CC(C)C[C@H]1CNC(=O)C(=O)N1C[C@@H]1CCCN1C[C@H](Cc1ccccc1)N1C[C@H](CC(C)C)N(CCc2ccccc2)C(=O)C1=O | x | 94 | x | -0.1 | -6 | x | x | x | x | 0
CCc1nc2sc3c(c2c(=O)o1)CCCC3 | 5 | 115 | 0 | -0.5 | x | -3 | 0 | 10 | -0.4 | -1
O=C(C1=C(O)C(=O)N(CCN2CCOCC2)C1c1ccc([N+](=O)[O-])cc1)c1cc2ccccc2o1 (stereo unspecified) | -1 | 109 | 0 | 0.2 | x | 14 | -2 | -1 | -3.9 | 7
COc1ccc(OC(F)(F)F)cc1CC1(C)C(=O)Nc2ccc(-c3ccsc3)cc21 (stereo unspecified) | -4 | 91 | -4 | 0.1 | -5 | -17 | -2 | 5 | -0.9 | -5
COc1ccc([N+](=O)[O-])cc1NS(=O)(=O)c1ccc(C(=O)N2CCCC2)cc1 | -4 | 91 | -1 | 0.0 | -2 | 23 | 5 | 5 | -1.6 | 1
Cc1ccc2cc3c(nc2c1)N(c1ccccc1)CC3 | -10 | 96 | 2 | -0.1 | -20 | -8 | -5 | 3 | 0.7 | 5
COC(=O)Cc1csc(NC(=O)c2ccc3ncsc3c2)n1 | 23 | 92 | -2 | 0.0 | -2 | -27 | -8 | 0 | -2.1 | 2
CCN(CC)c1ccc(NC(=O)c2ccc3c(c2)c(C)c(C)n3C)cc1 | -15 | 123 | 0 | 0.0 | -5 | -14 | -2 | -3 | 2.6 | -3
CCOCCc1nnc(NC(=O)C(CC)c2ccccc2)s1 (stereo unspecified) | 8 | 95 | 1 | 0.2 | -9 | 5 | 3 | -3 | 0.1 | -1
COc1ccc2c(COC(=O)c3ccc(C)c(S(=O)(=O)N4CCOCC4)c3)cc(=O)oc2c1 | -2 | 95 | 1 | 0.5 | -6 | 0 | -2 | 16 | -2.2 | 0
CCc1cc(C(=O)c2ccccc2OC)c(N)s1 | 5 | 100 | 1 | 0.0 | x | -1 | 5 | -6 | 3.4 | 1
CCN(CC)c1nc(=S)nc(NC(C)(C)C)[nH]1 | -6 | 95 | 4 | 0.1 | -7 | -6 | -7 | 3 | 2.1 | -3
O=C(CSc1cccc[n+]1[O-])Nc1ccc(C(F)(F)F)cc1[N+](=O)[O-] | -8 | 102 | 1 | -0.2 | 2 | -4 | -5 | -2 | -1.1 | 3
Cc1ccc(N(CC(=O)N/N=C/c2cccs2)S(C)(=O)=O)cc1 | -1 | 386 | -4 | -0.3 | -3 | -1 | 18 | -3 | -0.8 | 6
COc1ccc(N(C(=O)c2snc(C(N)=O)c2N)C(C(=O)NCc2ccc(F)cc2)c2ccc(C)o2)c(OC)c1 (stereo unspecified) | 10 | 100 | -1 | -0.1 | -4 | 31 | -9 | 8 | -0.5 | -3
O=C1CCC(C(=O)N2CCC(O)CC2)CN1CCc1ccc(Cl)cc1 (stereo unspecified) | 0 | 98 | 3 | 0.0 | -8 | -9 | -2 | 9 | -2.9 | -3
CCOC(=O)c1[nH]c(C)c(C(=O)Nc2cccc(Cl)c2C)c1C | 2 | 101 | 19 | 0.5 | -10 | 23 | 2 | 3 | -1.8 | 1
Cc1ccc2cccc(N=Cc3c(C)[nH]n(-c4ccccc4)c3=O)c2n1 | 63* | 100 | 18 | -0.6 | -10 | 2 | 1 | -3 | -6.5 | -11
Cc1ccccc1N1C(=O)CC(N2CCN(C(=O)c3ccco3)CC2)C1=O (stereo unspecified) | -2 | 99 | 2 | 0.0 | -2 | 3 | 4 | -3 | -1.4 | 0
COc1cc(-c2nnc(COc3ccc4cc(Br)ccc4c3)o2)cc(OC)c1OC | 1 | 91 | -1 | 0.2 | -6 | -10 | -9 | -1 | 7.2 | 1
CC(=O)Nc1ccc(NC(=O)C23CC4CC(C2)CC(n2cnc(Br)n2)(C4)C3)cc1 | 1 | 104 | -2 | 0.2 | -6 | 8 | 3 | 20 | -0.2 | 1
Cc1ccc(C(=O)Nc2cccnc2)cc1S(=O)(=O)N1CCCC1 | 2 | 95 | 1 | 0.2 | -5 | -7 | 0 | 18 | -0.8 | -1
C=C(C)CNC(=O)c1ccc(OC2CCN(S(=O)(=O)N(C)C)CC2)cc1 | -6 | 92 | -1 | -0.2 | -6 | -18 | -2 | -2 | -2.0 | 0
Cn1cc(CN2CCN(c3cnccn3)CC2)c(-c2cccc(Cl)c2)n1 | -3 | 99 | 2 | 0.7 | -4 | -1 | 0 | 16 | -0.8 | 0
COc1cc(C(=O)NCc2ncccc2C)ccc1OC1CCN(C(C)=O)CC1 | 13 | 100 | 2 | -0.1 | -2 | -7 | 0 | 0 | -2.6 | -1
CN1C(=O)C(=C2CCCCCC2)SC1=S | -2 | 105 | 0 | 0.0 | x | 2 | 3 | 4 | 2.8 | 2
CCN(C(=O)CSc1nnc(-c2ccccc2)o1)c1c(N)n(Cc2ccccc2)c(=O)[nH]c1=O | 10 | 96 | -2 | -0.1 | 1 | 25 | -1 | 9 | -1.8 | 3
CC(C)(C)c1ccc(S(=O)(=O)CC(O)CSc2nc3c(cc2C#N)CCCC3)cc1 (stereo unspecified) | -4 | 93 | 2 | -0.1 | -4 | 16 | 16 | 5 | -0.2 | -2
COc1ccccc1Oc1coc2c(CN3CCOCC3)c(O)ccc2c1=O | -1 | 104 | -1 | 0.0 | 3 | -1 | 8 | -2 | 0.0 | -2
CCOc1ccc(CCNC(=O)CCn2ccc3cc(S(=O)(=O)N4CCCC4)ccc32)cc1 | -5 | 95 | 0 | -0.5 | -14 | -2 | -5 | 5 | -3.4 | -1
O=C(/C=C/c1ccccc1)N/C(=C/c1ccccc1)C(=O)Nc1ccc(C(=O)O)cc1 | 2 | 102 | 3 | -0.1 | -3 | -15 | 2 | 18 | -2.0 | -3
N#Cc1ccc(C(=O)NN2C(=O)NC3(CCCCC3)C2=O)cc1 | 10 | 97 | 2 | 0.1 | -5 | -5 | 2 | 2 | 1.1 | 5
Cc1ccc(-c2nnc(Nc3ccc(OCC(N)=O)cc3)c3ccccc23)cc1S(N)(=O)=O | 3 | 94 | 1 | -0.1 | -5 | -5 | -1 | -3 | -1.8 | -3
CCCN1CCc2c(sc(NC(=S)NC(=O)c3ccccc3)c2C#N)C1 | -1 | 372 | -5 | 0.1 | 16 | -2 | 3 | -3 | -4.1 | 7
COc1cccc(-c2c(C(=O)N/N=C(\C)c3cccs3)nnn2-c2nonc2N)c1 | 7 | 92 | 4 | -0.1 | -6 | 7 | 1 | 6 | -0.6 | -1
CS(=O)(=O)N(CCCC(=O)N1CCCCCC1)c1cccc(Cl)c1 | -1 | 100 | 3 | 0.0 | -21 | -6 | -1 | 8 | -0.8 | -2
